MC4R antagonist: blocks human MC4R cAMP signaling; P32245; MC4R-expressing cells, MTII-stimulated cAMP, LANCE TR-FRET; inhibition, % at 6.5 µM; 0.48% of 360,000 active; AID 540295;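 active means inhibition above its plate's cutoff, the mean of tested wells on that plate plus 3 SD, cut at about 29% in these data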;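 further: 0% = Melanotan II alone and 100% = Melanotan II plus saturating MCL0020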
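Test system: U2OS cells stably expressing human melanocortin 4 receptor (MC4R); also added: Melanotan II challenge; compound: 6.5 µM single dose; timing: 30-min compound preincubation, 1-h Melanotan II challenge, 1-h detection, room temperature; signal: Eu-cAMP/anti-cAMP TR-FRET, emission 671 nm; repeats: one well per compound, no replicates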
iPSC survival up: increases survival of single human iPS cells | hiPSC single-cell survival, ATPlite luminescence; 100% = ROCK inhibitor wells, 0% = DMSO | survival enhancement, % at 20 µM | 0.044% of 360,000 active; in the data active means survival enhancement above about 18%;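 further: cells exposed to compounds for 16 hours before the ATP read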
ABHD5-PLIN5 inh: blocks binding of human ABHD5 to perilipin-5 | inhibition, % at 4 µM | Q00G26+Q8WTS1 | 0.78% of 360,000 active | Split G. princeps luciferase complementation, luminescence, 4 h;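 active means inhibition above the mean inhibition across every tested compound plus 3 SD, cut at about 22% in these data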;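 further: 0% = DMSO only wells and the 100% control is not disclosed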
Granule exo inh: lytic granule exocytosis inhibition. AID 651702. 0.66% of 360,000 active. TALL-104 LAMP-1 surface exposure, flow cytometry; cells stimulated with thapsigargin and PMA. inhibition, % at 10 µM;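 active means inhibition above about 55%, limit read from the data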
MC4R ag barr: activates human MC4R beta-arrestin recruitment | P32245 | activation, % at 8.9 µM | U2OS MC4R beta-arrestin complementation, luminescence; percent of melanotan II response, DMSO zero | AID 540308 | 0.98% of 360,000 active;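 active means activation above a per-plate cutoff, the mean activation of sample wells on that plate plus 3 SD, cut at about 8% in these data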
m5-HT2A agonist: mouse HTR2A agonism via beta-arrestin recruitment | CHO-K1 mHTR2A beta-arrestin complementation, luminescence; percent of 30 µM serotonin response | activation, % at 7.6 µM | AID 624169 | P35363 | 0.66% of 360,000 active;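 active means activation above a run cutoff, the mean activation of all tested compounds plus 3 SD, cut at about 14% in these data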;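 further: 0% = plate median of compound wells and 100% = 30 µM serotonin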
aDG glyco up: alpha-DG glycosylation activation | Pro5-aDG cells, alpha-DG glycosylation AlphaScreen (IIH6); 0% Pro5, 100% B10-LARGE cell signal | 0.22% of 360,000 active | activation, % at 10 µM;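 active means activation of at least 8% versus controls, or a plate z-score of at least 8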;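 further: Pro5 are CHO cells carrying HIG-tagged alpha-DG that lacks glycosylation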
ABCB6 inh 2: blocks the human ABCB6 transporter; Q9NP58; K562-ABCB6 porphyrin accumulation, flow cytometry, 1 h; stronger effect = lower value; fluorescence ratio to DMSO, % at 10 µM; 0.19% of 360,000 active; AID 602162;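 active means fluorescence ratio to DMSO below 75%, the collection mean minus 3 SD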;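 further: signal is porphyrin accumulated inside mitochondria; 100% equals median channel fluorescence of DMSO control wells; lower ratio means ABCB6 inhibition with less porphyrin fluorescence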
Target sequence (Q9NP58 whole entry, looked up): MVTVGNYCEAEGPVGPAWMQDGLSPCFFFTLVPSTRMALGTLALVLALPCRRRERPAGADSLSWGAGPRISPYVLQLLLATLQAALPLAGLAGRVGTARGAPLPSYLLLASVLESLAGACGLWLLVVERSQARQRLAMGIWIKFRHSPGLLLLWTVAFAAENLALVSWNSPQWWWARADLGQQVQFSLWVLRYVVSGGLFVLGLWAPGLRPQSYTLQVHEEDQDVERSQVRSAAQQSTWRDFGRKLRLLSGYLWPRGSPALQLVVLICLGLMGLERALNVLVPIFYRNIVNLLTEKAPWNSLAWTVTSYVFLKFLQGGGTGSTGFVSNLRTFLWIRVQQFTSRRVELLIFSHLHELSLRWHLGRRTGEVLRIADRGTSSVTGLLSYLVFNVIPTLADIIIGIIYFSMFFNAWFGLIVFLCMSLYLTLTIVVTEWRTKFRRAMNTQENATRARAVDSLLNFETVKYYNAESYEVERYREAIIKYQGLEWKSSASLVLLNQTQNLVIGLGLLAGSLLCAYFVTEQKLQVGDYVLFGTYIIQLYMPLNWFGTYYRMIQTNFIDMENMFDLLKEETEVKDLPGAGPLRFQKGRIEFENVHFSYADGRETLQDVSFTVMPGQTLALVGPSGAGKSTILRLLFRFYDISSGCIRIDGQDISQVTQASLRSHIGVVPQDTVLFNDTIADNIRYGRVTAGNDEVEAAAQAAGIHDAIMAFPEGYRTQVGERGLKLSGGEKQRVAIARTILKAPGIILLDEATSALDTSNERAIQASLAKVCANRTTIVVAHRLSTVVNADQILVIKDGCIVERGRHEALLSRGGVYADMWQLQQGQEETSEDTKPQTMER
N-glyco inh: N-linked glycosylation inhibition; D54 ERlucT glycosylation luciferase reporter, 24 h; percent of 100 nM tunicamycin response; reporter increase, % at 12.5 µM; 0.23% of 360,000 active; AID 588692;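 active means mean luciferase reporter signal, scaled so untreated is 0 and the glycosylation-blocking control 100, at or above a set limit in every replicate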;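 further: luciferase carries N-glycosylation sites so blocking glycosylation raises the light; 0% = median of neutral control wells and 100% = median of 100 nM tunicamycin wells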
Cardio protect: modulators protecting cardiomyocytes from myocardial damage; 0.63% of 360,000 active; protection from H2O2 cell death, % at 20 µM; H9c2 cardiomyocytes, H2O2 injury protection, ATPLite, 2 h;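 active means compounds giving at least 50% protection of heart cells from peroxide-induced death in the single-dose screen, raw or plate-pattern-corrected value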;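 further: 0% = DMSO wells with peroxide and 100% = DMSO wells without peroxide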
Active calls of the source: *; · = not tested or not shown.

The first 2 compounds as a preview:
SMILES | MC4R antagonist | iPSC survival up | ABHD5-PLIN5 inh | Granule exo inh | MC4R ag barr | m5-HT2A agonist | aDG glyco up | ABCB6 inh 2 | N-glyco inh | Cardio protect
CCOc1ccccc1-n1c(SCC(=O)NCc2ccco2)nnc1-c1ccncc1 | 4.8 | -0.5 | 10.4 | 2.7 | 0.1 | 6.8 | 0.0 | 96.0 | -0.3 | -6.4
O=C(Nc1nccs1)c1cc(S(=O)(=O)N2CCOCC2)c(Cl)cc1Cl | 35.1* | 0.4 | -2.4 | -2.6 | -0.6 | 2.5 | 1.1 | 103.0 | -0.4 | 0.6

The listing (from the top)
SMILES | MC4R antagonist | iPSC survival up | ABHD5-PLIN5 inh | Granule exo inh | MC4R ag barr | m5-HT2A agonist | aDG glyco up | ABCB6 inh 2 | N-glyco inh | Cardio protect
CCOc1ccccc1-n1c(SCC(=O)NCc2ccco2)nnc1-c1ccncc1 | 4.8 | -0.5 | 10.4 | 2.7 | 0.1 | 6.8 | 0.0 | 96.0 | -0.3 | -6.4
O=C(Nc1nccs1)c1cc(S(=O)(=O)N2CCOCC2)c(Cl)cc1Cl | 35.1* | 0.4 | -2.4 | -2.6 | -0.6 | 2.5 | 1.1 | 103.0 | -0.4 | 0.6
c1ccc(CNc2nc(NCc3ccccc3)c3ccccc3n2)cc1 | 4.5 | -0.7 | 11.3 | 60.8* | 8.6* | -8.4 | -0.2 | 96.0 | -9.4 | -18.9
CC(=O)c1cccc(-c2cnc3c(NC=O)cc(-c4ccccc4)cn23)c1 | -1.8 | 12.1 | 0.8 | -0.5 | 9.6* | -0.9 | -0.3 | 103.0 | 3.1 | 29.7
O=C(CN1C(=O)c2ccccc2C1=O)NCC1COc2ccccc2O1 (stereo not drawn) | 7.1 | -3.3 | 3.4 | -2.4 | -0.8 | -2.2 | -0.2 | 99.0 | 3.4 | -4.1
COc1ccc(CNC(=O)c2ccc(Cn3cc(Cl)cn3)o2)cc1 | 6.8 | -0.3 | -0.6 | -2.3 | 1.0 | 9.7 | 0.0 | 95.0 | -1.7 | 3.1
NC(=O)c1cc(S(=O)(=O)N2CCN(c3cccc(Cl)c3)CC2)cs1 | -3.5 | -0.5 | 3.0 | 1.6 | 0.3 | 14.6* | 0.1 | 99.0 | -3.5 | 3.6
O=C(O)c1c[nH]c2nccnc12 | 0.4 | -1.0 | 4.4 | -2.4 | -0.5 | -3.0 | 0.0 | 100.0 | -0.9 | -0.9
O=C(Nc1ccc(OC(F)(F)F)cc1)c1cccc(-n2cnnn2)c1 | -5.8 | -0.6 | 1.8 | -9.3 | -2.0 | -9.1 | 1.5 | 98.0 | -4.2 | -10.6
COc1cc(/C=N/NC(=O)c2cc(-c3cccc(OC(C)C)c3)nc3ccccc23)ccc1O | 4.5 | -0.6 | -2.0 | -8.0 | 1.0 | 0.3 | -0.1 | 87.0 | -12.1 | 4.7
CCCc1nc2cc(C)c(Br)c(C)n2c1Cc1ccc(OC)cc1C | · | -0.1 | -9.4 | -3.3 | · | -2.4 | -0.1 | 98.0 | · | ·
CNc1ccccc1C(C)(C)c1cc(-c2ccco2)n[nH]1 | 5.2 | 3.6 | 18.9 | 26.2 | -0.9 | 1.0 | 2.4 | 107.0 | -2.0 | 5.0
CCn1c(-c2ccc(C(C)(C)C)cc2)n[nH]c1=S | 1.7 | -2.5 | -18.5 | 1.4 | -2.4 | 3.0 | 1.8 | 94.0 | -0.6 | -23.3
CC(NC(=O)C12CC3(C)CC(C)(CC(C)(C3)C1)C2)C(=O)O (stereo not drawn) | 22.1 | 2.4 | -2.3 | -1.1 | -2.1 | -0.1 | -0.3 | 103.0 | -0.8 | 7.1
O=C(COC(=O)C1CCN(S(=O)(=O)c2ccccc2)CC1)NCCc1ccccc1 | 4.9 | -0.5 | -8.9 | 2.9 | -2.7 | 10.0 | 0.0 | 94.0 | 0.5 | 6.5
O=C(Nc1ccc(F)cc1Cl)c1ccc2c(=O)n3c(nc2c1)CCCCC3 | 0.0 | -3.8 | -1.9 | 0.6 | -1.3 | 1.4 | 0.3 | 98.0 | -0.5 | 6.5
COc1ccc(N2C(=O)N3[C@H](c4ccc(Cl)cc4)[C@@H]4C(=O)N(C5CCCCC5)C(=O)[C@@H]4[C@]3(C)C2=O)cc1 | 2.9 | -1.4 | 3.3 | 0.9 | -0.9 | 8.4 | 0.2 | 89.0 | -0.2 | -1.4
Cn1c(N)c(C(=O)COC(=O)CCCN2C(=O)c3ccccc3C2=O)c(=O)n(C)c1=O | 10.9 | 0.2 | 4.9 | 1.8 | 0.2 | 3.7 | -0.3 | 100.0 | 1.9 | 0.8
Cc1cc(C)n(C(=O)c2ccc(C)c(F)c2F)n1 | 5.8 | -0.8 | -3.6 | 0.3 | -1.3 | -2.2 | -0.1 | 102.0 | 4.9 | 5.1
NC(=O)C1CCN(C(=O)CSc2nc3c(c(-c4ccccc4)n2)CCCC3)CC1 | 3.9 | -1.6 | 0.4 | 2.3 | -2.8 | 1.3 | 0.1 | 91.0 | 1.8 | 11.8
C=CCNc1ncnc2c1cnn2-c1ccc(C)cc1C | 7.4 | -0.6 | -0.3 | -0.4 | -0.6 | -1.2 | -0.1 | 98.0 | -3.4 | -13.1
COc1ccc(-c2nc3c(c(SCC(=O)N4CCOCC4)n2)COC(C)(C)C3)cc1 | 1.5 | -1.9 | 8.1 | 5.1 | 0.6 | 3.3 | -0.3 | 94.0 | 0.3 | 9.9
COc1ccccc1Nc1nc(N2CCCC2)nc(N2CCOCC2)n1 | 4.5 | -1.9 | -1.8 | -1.8 | -0.1 | 2.3 | -0.1 | 98.0 | -7.0 | 1.2
Cc1[nH]c2ccccc2c1C(=O)c1cc(Cc2ccccc2)sc1N | · | · | 9.8 | 35.1 | · | 0.4 | -0.2 | · | · | ·
CCOC(=O)N1CCN(C(=O)c2cn(CC)c3ccc(S(=O)(=O)N4CCOCC4)cc3c2=O)CC1 | 6.5 | -0.2 | -0.8 | 7.1 | -3.5 | 4.2 | -0.2 | 99.0 | 2.6 | -3.0
CC(C(=O)NC(=O)NC1CCCCC1)N1CCN(c2ccccn2)CC1 (stereo not drawn) | 5.0 | -0.9 | 1.6 | 14.1 | -1.9 | 8.2 | 0.0 | 95.0 | -1.6 | -4.0
CCC(C(=O)NCc1ccccc1)n1c(Cc2cc(F)cc(F)c2)nc2ccccc21 (stereo not drawn) | · | · | 2.4 | -6.5 | · | 1.6 | -0.1 | · | · | ·
Cc1ccc(OCCN2CCC2(C)C(=O)Nc2ccc3c(c2)OCO3)cc1 (stereo not drawn) | 2.2 | -1.1 | -3.2 | -3.7 | -2.5 | -6.9 | -0.4 | 88.0 | 4.1 | -2.0
CCN(CC)C(=O)CC(c1ccc(F)cc1)c1ccco1 (stereo not drawn) | 2.5 | -2.4 | 7.8 | -1.6 | 0.0 | 2.7 | 0.1 | 97.0 | 0.9 | 17.6
O=C(OCCN(CCOC(=O)c1ccncc1)S(=O)(=O)c1cccs1)c1ccncc1 | 3.4 | 3.5 | -0.3 | -6.0 | -1.8 | -6.7 | -0.1 | 103.0 | -0.3 | 19.5
O=C(O)c1cc(N/N=C/c2c(O)ccc3ccccc23)ccc1Cl | 7.2 | 0.0 | -7.1 | 27.4 | -2.1 | -2.6 | 0.3 | 100.0 | 0.6 | 7.8
Oc1ccccc1-n1c(-c2ccccc2)ccc1-c1ccccc1 | 11.4 | -0.5 | -14.7 | 5.9 | 5.6 | 0.6 | -0.2 | 99.0 | -5.5 | -14.9
O=[N+]([O-])c1cc([N+](=O)[O-])c(Oc2ccc(F)cc2F)cc1NN1CCCCC1 | 4.9 | 1.0 | 4.2 | 3.9 | 1.4 | 0.7 | -0.1 | 95.0 | 0.2 | -12.7
CCOc1ccccc1NC(=O)c1cnc2n(c1=O)CCS2 | 10.6 | -1.8 | -4.8 | -1.3 | 0.8 | 3.9 | 0.1 | 89.0 | 1.4 | -2.9
Clc1ccc(CNc2ccc(CNc3ncn[nH]3)cc2)c(Cl)c1 | 17.7 | 0.5 | -6.4 | 12.5 | 2.3 | -2.1 | 0.1 | 95.0 | -2.7 | -4.9
CN1CCN(NC(=O)c2cn(-c3ccccc3)nc2-c2ccc(OC(F)F)cc2)CC1 | 2.9 | 2.8 | 7.3 | -2.7 | -2.7 | 1.1 | 0.3 | 92.0 | -1.5 | -12.7
CC(=O)c1c(C)nc(Nc2nc3ccccc3s2)nc1C | -0.3 | -0.8 | 1.9 | -0.2 | 1.4 | -0.2 | 0.1 | 93.0 | -7.4 | -1.2
CCC(=O)Nc1cc(C(=O)OCC(=O)c2ccccc2)ccc1C | -2.4 | -2.4 | 9.6 | 2.9 | -0.9 | -1.0 | 0.3 | 102.0 | -4.0 | -8.7
CC(NC(=O)c1ccco1)C(=O)N1CCN(C(c2ccccc2)c2ccccc2)CC1 (stereo not drawn) | 0.3 | -0.2 | -2.6 | 4.3 | -1.4 | -2.9 | 0.4 | 94.0 | -2.3 | -1.9
CCOc1ccc(-c2nc(CSCC(=O)NCc3ccco3)c(C)o2)cc1 | 8.8 | 1.0 | 3.7 | -0.4 | -0.6 | -3.7 | 0.8 | 102.0 | 1.5 | -11.4
O=C(OCC(=O)N1c2ccccc2Sc2ccccc21)C1CC(=O)N(Cc2ccco2)C1 (stereo not drawn) | -2.9 | 0.6 | 1.5 | 5.1 | -1.3 | -1.7 | -0.3 | 95.0 | -1.9 | 7.0
Oc1ccc(Nc2ccnc3cc(Cl)ccc23)cc1 | 6.7 | 0.1 | 6.1 | 34.3 | -2.3 | 0.5 | 0.3 | 91.0 | -5.5 | -3.1
CC1(C(=O)NC2CCCC2)CCC(=O)N1Cc1ccccc1 (stereo not drawn) | 2.5 | -2.0 | -0.8 | 6.2 | -1.2 | -4.8 | 0.0 | 93.0 | 0.8 | -0.9
Cc1ccc(-n2nc3c(c2NC(=O)CC(C)C)CS(=O)(=O)C3)cc1 | -0.6 | -0.1 | 2.1 | 1.4 | -3.2 | 10.9 | -0.1 | 92.0 | 0.4 | -2.0
COc1ccc(-c2csc(NC(=O)C3CSC4(C)CCC(=O)N34)n2)cc1OC (stereo not drawn) | -3.5 | 0.0 | 5.4 | -7.9 | -1.3 | -2.4 | 0.3 | 87.0 | -1.9 | -5.9
CCCNC(=S)Nc1ccc(Cl)cc1Cl | 4.2 | 0.2 | -3.5 | -1.1 | -1.7 | -3.8 | -0.2 | 98.0 | 1.4 | -8.7
CCC(NC(=O)c1ccccc1NC(=O)c1ccco1)C(=O)NNC(=O)c1ccncc1 (stereo not drawn) | 15.2 | 1.9 | 6.3 | -3.4 | 1.8 | 0.5 | -0.1 | 93.0 | 3.5 | 7.2
COc1ccc(OC)c(S(=O)(=O)N(C)CC(=O)N2CCN(c3cccc(Cl)c3)CC2)c1 | 0.3 | -0.5 | 2.4 | -0.4 | -1.2 | 1.5 | 0.6 | 97.0 | 1.4 | 6.6
CCCNC(=O)C(=O)Nc1ccc2c(c1)N(S(=O)(=O)c1cccs1)CCC2 | -3.9 | -0.3 | -3.2 | -3.0 | -2.7 | -5.3 | -0.2 | 100.0 | 9.3 | -0.3
COc1ccc(/C=N/N=C2/CC(C)(C)Cc3n[nH]c(=O)cc32)cc1 | -0.1 | 0.3 | -20.2 | -5.0 | -3.5 | -6.6 | 0.2 | 98.0 | 4.6 | 10.3
